# Compound activity from PubChem.
# mcGAS RapidFire = inhibitors of Mus musculus cyclic GMP-AMP synthase, initial high-throughput assay, cell-free, RapidFire MS. Q8C6L5. recombinant mouse cGAS, cGAMP by RapidFire MS. inhibition, % at 12.5 µM. 130,000 tested, 0.18% active;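 active means inhibition of cGAS enzyme activity at or above 60%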;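 further: enzyme stimulated by 45 bp dsDNA with ATP and GTP substrates; cGAMP share of summed cGAMP plus half ATP and half GTP signals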
# Target sequence (Q8C6L5 whole entry, looked up): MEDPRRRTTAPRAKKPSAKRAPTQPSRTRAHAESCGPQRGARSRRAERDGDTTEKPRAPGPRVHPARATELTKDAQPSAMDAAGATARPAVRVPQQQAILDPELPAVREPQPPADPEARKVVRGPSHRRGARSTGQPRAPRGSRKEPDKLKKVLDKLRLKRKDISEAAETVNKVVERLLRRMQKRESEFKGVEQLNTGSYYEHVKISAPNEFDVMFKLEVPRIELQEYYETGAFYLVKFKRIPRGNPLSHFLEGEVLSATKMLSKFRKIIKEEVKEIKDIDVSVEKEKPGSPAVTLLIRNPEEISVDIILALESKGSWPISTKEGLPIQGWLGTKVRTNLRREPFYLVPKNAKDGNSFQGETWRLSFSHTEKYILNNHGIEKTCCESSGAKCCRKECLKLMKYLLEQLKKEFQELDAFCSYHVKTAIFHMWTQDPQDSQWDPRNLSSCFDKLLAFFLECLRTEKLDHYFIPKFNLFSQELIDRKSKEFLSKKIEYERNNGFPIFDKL
# * marks the source's active call; other numbers are inactive results; & = joins results of further samples. A portion of the library; rates above refer to the full screens.
# Start of the listing, in advance:
Structure | mcGAS RapidFire
CC(C)(C(=O)Nc1ccc(CN2C(=O)CCC2=O)cc1)c1ccccc1 | -17
CN(C)CCNc1nc(Nc2ccc(Cl)cc2)c2nccnc2n1 | 8
O=C(O)CC1CCS(=O)(=O)C1 (centres undefined) | -3
CCn1ccnc1CN(C)C(=O)c1ccc2nc(-c3cccc(OC)c3)oc2c1 | -8
O=C(CSc1nnc2n1CCCCC2)N1N=C(c2cccs2)CC1c1ccco1 (centres undefined) | -4
CCCCC(=O)Nn1cnc2c(cnn2C(C)(C)C)c1=O | -2
CCN(CC)CC(O)Cn1c(C)c(C)c2ccccc21 (centres undefined) | -8

# This part in full, previewed entries included:
Structure | mcGAS RapidFire
CC(C)(C(=O)Nc1ccc(CN2C(=O)CCC2=O)cc1)c1ccccc1 | -17
CN(C)CCNc1nc(Nc2ccc(Cl)cc2)c2nccnc2n1 | 8
O=C(O)CC1CCS(=O)(=O)C1 (centres undefined) | -3
CCn1ccnc1CN(C)C(=O)c1ccc2nc(-c3cccc(OC)c3)oc2c1 | -8
O=C(CSc1nnc2n1CCCCC2)N1N=C(c2cccs2)CC1c1ccco1 (centres undefined) | -4
CCCCC(=O)Nn1cnc2c(cnn2C(C)(C)C)c1=O | -2
CCN(CC)CC(O)Cn1c(C)c(C)c2ccccc21 (centres undefined) | -8
Cc1ccc(C)c(S(=O)(=O)NC(CN2CCCC2=O)c2ccccc2)c1 (centres undefined) | -13
COc1cccc2c(C)c(C(=O)N3CCN(C(C)(C)C(N)=O)CC3)oc12 | -2
Cc1cc(CNC(=O)NCCN(C)C(=O)OC(C)(C)C)no1 | -54
O=C(O)[C@@H]1CCCN1C(=O)c1ccc(CSc2ncccn2)o1 | -11
COc1ccc(C(=O)N2CCC(n3nccc3NC(=O)C3CC3)CC2)c(OC)c1OC | -9
c1ccc(CNc2ncc(CN3CCC4(CCOCC4)CC3)cn2)cc1 | -17
Cc1nc2n(n1)C(=O)C(C(c1ccc(F)cc1)N1CCc3ccccc3C1)S2 (centres undefined) | -11
COc1ccc(-c2nnc(SCC(=O)NCC(C)C)o2)c(OC)c1 | -5
O=C(Cc1nc(-c2cncc(Br)c2)n[nH]1)NCCc1ccccc1 | 4
Cc1cc(C(=O)NN=C2CC(=O)CC(C)(C)C2)c(C)o1 | -10
CCOc1cccc2c1OC1(CCN(C(C)=O)CC1)N1N=C(c3ccc(C)c(C)c3)CC21 (centres undefined) | -2
CC(C)CNC(=O)Cn1cnc2sc3c(c2c1=O)CCC3 | 2
O=C(CCS(=O)(=O)C1CCCC1)N1CCC(O)(C(F)(F)F)C1 (centres undefined) | -12

# Next part.
Structure | mcGAS RapidFire
O=C(CNCC1(c2ccc(F)cc2)CCOC1)Nc1cnccn1 (centres undefined) | -11
CCCC1=NN(C(C)=O)C(C(=O)N2CCN(CCN(C)C)CC2)O1 (centres undefined) | -1
Cc1nc(CN(C)Cc2c(-c3ccccc3)nc3ccccn23)no1 | -20
CCONC(=O)C1CCCOC1c1ccccc1 (centres undefined) | 0
CC1N=NC(=NNC(=O)C2(c3ccc(Br)cc3)CC2)NC1=O (centres undefined) | -15
Cc1nn(S(=O)(=O)c2ccc(Br)cc2)c(C)c1S(=O)(=O)N1CCCC(C)C1 (centres undefined) | -11
O[C@H]1CN(c2nccc(CCC(F)(F)F)n2)C[C@@H]1N1CCOCC1 | -1
COC(=O)CC1C(=O)NCCN1CC(=O)N1C(C)CCCC1C (centres undefined) | -18
Cc1cc(C)nc(Nc2n[nH]c(COc3ccccc3)n2)n1 | -5
COc1cc(C)c(CNC2CCCC2(C)CO)cc1OC (centres undefined) | 5
Cc1ccn2c(=O)c(NC(=O)C(c3ccccc3)c3ccccc3)c(C)nc2c1 | 18
CC(On1nnc2ccc(Cl)cc21)C(=O)NC(=O)NC1CCCCC1 (centres undefined) | -4&-2
O=C(Nc1cccc(-c2ccc(F)cc2)c1)C1CCCN(C(=O)CN2CCCC2=O)C1 (centres undefined) | 3
COCCn1c(C)cn2c3c(=O)n(CC(C)=O)c(=O)n(C)c3nc12 | -9
CCn1c(=O)n(Cc2ccc(F)cc2Cl)c2cc(S(=O)(=O)N(C)C)ccc21 | -12
CCC(=O)C1=C(c2ccc([N+](=O)[O-])cc2)N(C(=O)CC)n2c(C)nnc2S1 | -3
CCC1CN(Cc2nnc(-c3ccco3)o2)CCC(=O)N1Cc1ccccc1 (centres undefined) | -11
COc1nn(C)cc1C(=O)NC1CCCCC1C (centres undefined) | -26
CC(C)c1nnc(CNc2cc(F)ccc2F)o1 | 0
O=C(CC1C(=O)NCCN1CC(c1ccccc1)c1ccccc1)NCCCn1cccn1 (centres undefined) | 4

# Next part.
Structure | mcGAS RapidFire
Cc1ccccc1NC(=O)Cn1nc(C2CC2)c2cnn(-c3ccccc3)c2c1=O | -6
OC(c1ccc(F)c(F)c1)c1nc(-c2ccoc2)cs1 (centres undefined) | 3
Cc1nccc(CNC(=O)Nc2ccc(OC(C)C)c(C)c2)n1 | -32
COc1ccc(C(C)(NC(C)=O)c2nc(-c3cncnc3)cs2)cc1 (centres undefined) | 9
N#Cc1cccc(C(=O)Nc2cccc(Cl)c2N2CCOCC2)c1 | -1
N#C/C(=C\c1ccc(N2CCCCC2)s1)c1cccc(Cl)c1 | 17
CC(=O)Oc1cc2c(c(C)c1OC(C)=O)CC=C1[C@@]2(C)CC[C@@]2(C)C3C[C@](C)(C(=O)O)CC[C@]3(C)CC[C@]12C (some centres undefined) | -2
Cc1[nH]n(-c2ccccc2)c(=O)c1C(C[N+](=O)[O-])c1ccccc1Cl (centres undefined) | -6
Cc1cc(C(=O)N(Cc2ccccn2)c2nc3c(F)cc(F)cc3s2)n(C)n1 | -7
O=C(NCC1(c2ccccc2Br)CC1)c1csnn1 | -9
CC(C)(C)NC(=O)C1CSCN1C(=O)c1cn2cccnc2n1 (centres undefined) | -2
O=C(O)c1cn[nH]c1-c1ccccc1 | 2
CC(C)CNC(=O)C(=O)NCC1CCCO1 (centres undefined) | 0
Cc1cc(-c2nnc(N)o2)nn1C | -28
N#CC(C(=O)CCc1nc2ccccc2[nH]1)C(=O)Nc1ccccn1 (centres undefined) | -7
Clc1ccc2nc(NCc3cccnc3)nc(-c3ccccc3)c2c1 | -9
C/C(CC(=O)Nc1ccc(C(C)C)cc1)=N/NC(=O)c1ccc(C(C)(C)C)cc1 | -3
CC(C1CC1)n1nccc1N (centres undefined) | 19
Cc1cccc(C(=O)N2N=C(c3cccnc3)CC2(O)C(F)(F)F)c1O (centres undefined) | 2
CC(C)(C)N1CSC(=S)N(Cc2ccccc2)C1 | -11

# More structures
Structure | mcGAS RapidFire
Cc1ccc2cc(CCNC(=O)C(C)(C)Oc3ccc(Cl)cc3)c(=O)[nH]c2c1C | -5
O=S1(=O)NC(=NCc2ccc(Cl)cc2)c2ccccc21 | -7
Cc1cc(C)cc(-n2c(C)nc3c(c(=O)c4ccccc4n3C)c2=O)c1 | -10
CC(Oc1ccccc1-c1ccnc2c1ccn2C)C(N)=O (centres undefined) | -7
Oc1ccc2ccccc2c1 | 0
CC(Cc1cccs1)NC(=O)CCCn1nnnc1CN1CCOCC1 (centres undefined) | -5
CS(=O)(=O)NCC(=O)N1CCCC(c2[nH]ncc2-c2ccc(F)cc2)C1 (centres undefined) | -27
Cc1cccnc1NC(=O)CCC(=O)N1CCOc2ccccc21 | -2
CCOC(=O)N1CCC(NCc2c(C)nn(CC)c2C)CC1 | -6
Cn1cc(S(=O)(=O)NCCc2cccc(Cl)c2Cl)cc1C(N)=O | 7
Cc1nn(C)c2[nH]c(=O)c(CCC(=O)N3CC4CCC3C4)c(C)c12 (centres undefined) | -4&2
O=C(CSc1nnc(-c2ccccc2)n1-c1ccccc1)N/N=C\c1ccc(O)cc1O | -8
O=C(Cc1csc(NC(=O)NC2CCCC2)n1)Nc1ccc(Oc2ccccc2)cc1 | -10
CC(=O)NC(C(=O)Nc1ccc(C)c(S(=O)(=O)N2CCCCCC2)c1)C1CCCC1 (centres undefined) | -4
CC(C)c1ccccc1NC(=O)CN(C)S(=O)(=O)c1ccc2c(c1)OCCCO2 | -7
CC1CN2CCCC2CN1S(=O)(=O)CC1CCCO1 (centres undefined) | -1
CCCn1nccc1NC(=O)N1CC2CCCCC21c1ccccc1 (centres undefined) | 14
CC(C(=O)n1cccn1)n1cc([N+](=O)[O-])cn1 (centres undefined) | -4
COCC(C)NC(=O)c1cccc(NS(=O)(=O)c2ccc3n[nH]nc3c2)c1 (centres undefined) | -9
O=C(c1cn(CCN2CCOCC2)nn1)N1CCC(c2nc3ccccc3o2)CC1 | 2

# Continued:
Structure | mcGAS RapidFire
Nc1sc2c(c1-c1nc3ccccc3s1)CCN(Cc1ccccc1)C2 | -5
O=S(=O)(c1ccc(Cl)cc1)C1(S(=O)(=O)c2ccc(Cl)cc2)CCCC1 | -19&21
Cc1nc(C(C)C)sc1C(=O)NCCNS(C)(=O)=O | -26
Cc1nc2ccc(C(=O)OCC(=O)c3ccccc3)cc2nc1C | -3
Cc1noc(-c2ccc(N(C)Cc3nccs3)nc2)n1 | -6
CC(=O)Nc1ccc(C2C3=C(CC(C)(C)CC3=O)N=C3NN(c4ccccc4)C(=O)C32)cc1 (centres undefined) | -1
Cn1c(=O)c([N+](=O)[O-])c(N2CCN(Cc3cccc4ccccc34)CC2)c2ccccc21 | -4
CS(=O)(=O)c1ccc(NC(=O)Cc2ccc(Cl)nc2)cn1 | -10
COc1ccc(NC(=O)Nc2c(-c3ccccc3)n[nH]c2C2CCOCC2)cc1 | -5
CN(Cc1nc(-c2ccncc2)no1)C(=O)C1(c2ccccc2F)CC1 | -19
Cc1ccc(-c2ocnc2C(=O)Nc2ccc(F)c(C(N)=O)c2)cc1 | 1
O=C(Cc1ccsc1)NCCN1C(=O)SC(=Cc2cccs2)C1=O | 10
Cc1cc2ncn(CCOc3ccccc3C)c2cc1C | -3
CC(CNC(=O)c1ccccc1Br)c1ccccc1 (centres undefined) | -6
CC(=O)NCC1=CCCN(Cc2csc(-c3ccccc3)n2)C1 | -5
Cc1ccc(-c2nnc(SCC(=O)NC3CC3)o2)cc1 | 1
COC(=O)c1ccccc1CC1SC(N)=NC1=O (centres undefined) | -6
O=C1CSC(=S)N1Nc1ccccc1 | -7
Cc1ccccc1CC(=O)NCc1cccnc1N(C)C | -23
CC(Cn1cccn1)C(=O)N1CCC(c2cc(C(C)C)n[nH]2)CC1 (centres undefined) | -11

# The listing continues.
Structure | mcGAS RapidFire
CC(=O)OC(c1ccccc1)c1nc(C2CCNCC2)no1 (centres undefined) | -6
CCC(C)NCc1csc(COc2cccc(C)c2C)n1 (centres undefined) | -2
CCc1cc2c(=O)n(CCC(C)C)c(=S)[nH]c2s1 | -21
COc1ccc(C(=O)Nc2ccnn2C2CCN(C(=O)C3=CCCC3)CC2)cc1 | 4
COC(=O)c1cccc2c3c([nH]c12)CCN(c1ncccn1)C3 | 11
COc1cccc(CC2(CO)CCN(Cc3cc(F)ccc3-n3cccn3)CC2)c1 | -2
CCOC(=O)C1=C(C)Nc2nc(SCC(C)C)[nH]c(=O)c2C1c1cccs1 (centres undefined) | -9
Cc1[nH]ncc1CCCNc1ccc(C(=O)N2CCC(C)CC2)cn1 | -12
CCCn1cc(C(=O)Nc2cc(C(N)=O)ccc2N2CCCCC2C)c(C)n1 (centres undefined) | -1
CN(C)c1nc(N)nc(C(C#N)C(=O)c2ccco2)n1 (centres undefined) | -33
O=C(CSc1nncs1)Nc1ccc2oc3ccccc3c2c1 | -3
CC(C)Nc1ccc(NS(=O)(=O)NCc2ccccc2)cn1 | -14
COC(=O)c1cc(OC(=O)C=Cc2cc(OC)c(OC)c(OC)c2)cc(C(=O)OC)c1 | -7
Cc1cc(C(=O)Nc2cccc(N3C(=O)c4ccccc4C3=O)c2)n[nH]1 | -48
C/C(=C\CO)CC[C@H](C)CCC[C@H](C)CCCC(C)C | -7
CCOC(=O)N1CCN(CN2C(=S)SC3=NC(=O)CCCN32)CC1 | 1
O=C(CCC(=O)c1cc(Cl)sc1Cl)Nc1nncs1 | -3
OCC1(CCc2ccccc2)CCCN(Cc2cc3ccccc3o2)C1 (centres undefined) | -12
Cc1noc(C)c1C(=O)N1CCCC1C(=O)Nc1cccc(-n2cccn2)c1 (centres undefined) | -7
O=C(Nc1ccc2c(c1)CN(S(=O)(=O)N1CCOCC1)CC2)c1ccccn1 | -7

# The list continues:
Structure | mcGAS RapidFire
C=CCc1cc(S(=O)(=O)c2ccc(O)c(CC=C)c2)ccc1O | -6
Cc1ccc(NC(=O)c2cccnc2Nc2cccc(Cl)c2)cc1 | -11
COc1ccc(N2CCN(C(=O)COC(=O)c3ccc(O)cc3)CC2)cc1 | 5
COc1ccc(N(C(=O)c2ccc(N3CCOCC3)cc2)C(C)C)cc1F | 6
CN(C(=O)Nc1cccc(OC(F)F)c1)C1CCCCC1 | 2
COc1ccc(-c2noc(CN3CCCCC3c3ccc(F)cc3)n2)cc1 (centres undefined) | -3
CN(C)CCOc1ccc(C#N)cn1 | -11
CCCn1c(=N)n(CCO)c2ccccc21 | -3
CCOc1ccccc1C(=O)Nc1cc(C(=O)OC)c[nH]c1=O | -17

# Seven entries from above, sorted by heavy-atom count, lowest first.
Structure | mcGAS RapidFire
CN(C)CCOc1ccc(C#N)cn1 | -11
CCCn1c(=N)n(CCO)c2ccccc21 | -3
CN(C(=O)Nc1cccc(OC(F)F)c1)C1CCCCC1 | 2
C=CCc1cc(S(=O)(=O)c2ccc(O)c(CC=C)c2)ccc1O | -6
Cc1ccc(NC(=O)c2cccnc2Nc2cccc(Cl)c2)cc1 | -11
COc1ccc(N(C(=O)c2ccc(N3CCOCC3)cc2)C(C)C)cc1F | 6
O=C(Nc1ccc2c(c1)CN(S(=O)(=O)N1CCOCC1)CC2)c1ccccn1 | -7
